CDK5 inh – CDK5/p35 (human) kinase inhibition | 330,000 compounds, 0.01% hits | Q00535+Q15078 | inhibition, % at 10 µM | Recombinant CDK5/p35, ADP-Glo luminescence, 60 min | AID 488839;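 active = highest replicate inhibition of at least 50% and at least 75% of replicates reaching 50%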;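 also: plate controls were DMSO neutral control for no effect and GW8510 at 10 µM for full effect; many of its hits are not listed in these tables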
Arr AP2 block – inhibitors of human beta-arrestin and AP2 interaction | FITC-arrestin peptide / GST-AP2 beads, flow cytometry; AP2 beta2 appendage carries R879A mutation | inhibition, % at 10 µM | 340,000 compounds, 0.31% hits | AID 504490;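 active = inhibition above a set limit, near 3 SD of compounds lacking own fluorescence, cut at about 54% in these data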;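 also: plate controls were DMSO wells for no effect and 5 µM unlabelled arrestin peptide for full effect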
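System: GST-AP2 R879A glutathione beads | Also added: FITC-arrestin peptide, 50 nM | Times: 12 min plus 1 h, RT | Signal: Bead flow cytometry, FITC channel | Buffer or medium: PBS with 0.05% Tween 20 and 0.1% BSA | Read-out basis: Percent drop in bead-associated FITC signal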
PKA-R2B act – activates the human PKA-R2B holoenzyme complex; P22694+P31323; PKA-R2B holoenzyme dissociation, Cy5-IP20 fluorescence polarization; R2B truncated from residue 108, S112A mutant; 0% DMSO only, 100% 113 µM cGMP; activation, % at 11.4 µM; 340,000 compounds, 0.079% hits; AID 504700;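 active = activation above a cutoff set at the mean over all compounds plus 3 SD, cut at about 18% in these data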;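 also: higher means more holoenzyme dissociation and a rise in polarization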
Target sequence (P31323 whole entry, looked up, other chains not shown, the tested form may be a part): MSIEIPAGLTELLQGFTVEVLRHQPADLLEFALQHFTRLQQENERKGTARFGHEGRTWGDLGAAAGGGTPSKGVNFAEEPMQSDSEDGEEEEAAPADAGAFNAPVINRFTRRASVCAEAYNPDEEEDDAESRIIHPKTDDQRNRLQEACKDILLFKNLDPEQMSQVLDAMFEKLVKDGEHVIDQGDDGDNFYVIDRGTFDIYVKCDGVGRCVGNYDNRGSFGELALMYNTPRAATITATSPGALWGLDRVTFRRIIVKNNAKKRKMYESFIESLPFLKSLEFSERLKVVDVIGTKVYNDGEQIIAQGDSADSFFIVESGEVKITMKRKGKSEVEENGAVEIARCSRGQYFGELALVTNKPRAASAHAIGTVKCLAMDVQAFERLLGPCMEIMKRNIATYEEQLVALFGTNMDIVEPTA
MITF TRPM1 HTS – activators of MITF-driven TRPM1 promoter activity in SK-MEL-5 cells; SK-MEL-5 TRPM1-promoter luciferase, 24 h; % of positive control, neutral wells = 0; activation, % at 12.5 µM; 300,000 compounds, 0.75% hits; AID 588334;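 active = mean activation of at least 80% with every replicate also reaching 80%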;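 also: 0% = neutral control wells and 100% = parthenolide positive control wells; values of inactives mirror those of a sister screen read the other way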
SUMO Mot1 rescue – blocks SUMOylation pathway, rescuing yeast Mot1-301 growth | S. cerevisiae Mot1-301 growth rescue, ATP luminescence, 38.5C; percent above DMSO median, 100 means doubled | growth rescue, % at 18.8 µM | 320,000 compounds, 1% hits;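 active = every valid replicate shows activation above 250% relative to neutral control wells; inactive = the rest, any valid replicate at or below 250%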;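 also: OY570 slx delta 5 strain wells were the positive control but not used for scaling; some compounds called inactive have numbers as strong as hits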
SR-BI DiI inh – inhibitors of mouse SR-BI mediated HDL lipid uptake. inhibition, % at 12.5 µM. Q61009. ldlA[mSR-BI] CHO cells, DiI-HDL uptake fluorescence, 3 h. 320,000 compounds, 0.96% hits;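 active = mean replicate inhibition of at least 70% and a set share of replicates each scoring 70 or more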;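 also: 0% = median of neutral control wells and 100% = median of positive control wells; values of inactives mirror those of a sister screen read the other way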
Pemphigus Ab inh – human desmoglein-3 autoantibody binding inhibition; P32926; DSG3-coupled beads, scFv-anti-DSG3-GFP binding, flow cytometry; stronger effect = lower value; binding (percent of control), % at 10 µM; 310,000 compounds, 0.48% hits; AID 588358;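 active = binding more than 3 SD below its plate's average and above zero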;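 also: hits lower antibody fragment binding to DSG3; some compounds called inactive have numbers as strong as hits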
dFosB activator – enhances mouse delta FosB homodimer DNA binding; P13346; purified delta FosB, TAMRA-CDK5 oligo fluorescence polarization; percent of positive-control signal above neutral wells; activation, % at 25 µM; 340,000 compounds, 0.99% hits;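 active = mean activation above about 17%, with every replicate also reaching it, limit read from the data, passing the limit was not always enough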;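 also: fluorescence polarization rise as delta FosB binds a TAMRA Cdk5 AP-1 oligo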
Target sequence (P13346 whole entry, looked up): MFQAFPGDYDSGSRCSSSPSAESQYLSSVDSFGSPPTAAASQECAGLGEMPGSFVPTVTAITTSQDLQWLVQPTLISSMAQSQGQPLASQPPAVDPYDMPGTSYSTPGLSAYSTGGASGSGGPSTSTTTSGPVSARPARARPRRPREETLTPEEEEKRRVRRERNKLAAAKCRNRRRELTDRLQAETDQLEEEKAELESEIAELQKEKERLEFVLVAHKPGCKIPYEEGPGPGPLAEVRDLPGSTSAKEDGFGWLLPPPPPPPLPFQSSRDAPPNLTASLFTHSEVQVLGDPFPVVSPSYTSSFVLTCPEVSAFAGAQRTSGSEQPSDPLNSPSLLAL
NSD2 HMT inh – NSD2 (human) methyltransferase inhibition; 310,000 compounds, 0.54% hits; inhibition, % at 12.5 µM; O96028; NSD2 peptide methylation, AlphaScreen, 120 min; AID 743445; in the data active = inhibition above about 50%
PKA-R1A act – activates the PKA-R1A holoenzyme complex. activation, % at 11.4 µM. P00514+P68181. PKA-R1A dissociation, Cy5-IP20 fluorescence polarization; scaled: DMSO 0%, 113 µM cGMP 100%. 340,000 compounds, 0.083% hits. AID 504707;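 active = percent activation above the mean of all tested compounds plus 3 SD, cut at about 19% in these data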;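 also: higher means more PKAc released from R1A so a rise in polarization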
SR-BI DiI-HDL act – activators of SR-BI mediated HDL lipid uptake. CHO ldlA[mSR-BI] cells, DiI-HDL uptake fluorescence, 3 h; 100 = double the neutral-control signal. activation, % at 12.5 µM. 320,000 compounds, 0.096% hits;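 active = mean replicate activation of at least 60% and every replicate at or above 60%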;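 also: 0% = median plate neutral-control signal and 100% = twice that signal; values of inactives mirror those of a sister screen read the other way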
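Assay system: LDL receptor-deficient CHO ldlA cells overexpressing murine SR-BI / Medium: BSA-supplemented, HEPES-buffered Ham's F12, pH 7.4 / Probe or stimulus: DiI-labelled HDL at 10 µg/mL final / Timing: compound with DiI-HDL co-incubation, 3 h at 37 °C / Technique: bottom-read cell fluorescence after medium removal, ex 550/em 595 nm / Measure: HDL uptake via cellular fluorescence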
* = called active by the depositor; · = not tested or not shown.

SMILES	CDK5 inh	Arr AP2 block	PKA-R2B act	MITF TRPM1 HTS	SUMO Mot1 rescue	SR-BI DiI inh	Pemphigus Ab inh	dFosB activator	NSD2 HMT inh	PKA-R1A act	SR-BI DiI-HDL act
COc1ccc(N2CCN(C(=O)c3ccc(Cl)c(S(=O)(=O)N4CCCC4)c3)CC2)cc1	1.2	51	0	-15	19	16	97	-10	3	-9	-16
CCn1c(SCC(=O)NCC2CCCO2)nc2ccccc21 (configuration not stated)	-0.1	-4	4	-10	-2	7	·	-9	-2	-5	-7
COc1ccc(Cl)cc1Nc1nc(-c2sc(NC(=O)CC(C)C)nc2C)cs1	0.0	2	-9	6	46	49	·	2	·	1	-49
O=C(O)CCS(=O)(=O)c1ccc(-c2ccccc2)cc1	0.9	4	5	-3	294	-14	98	-1	15	2	14
CC(C)(C)c1ccc(C(=O)Nc2ccccc2Cl)cc1	1.7	-14	-17	42	30	22	98	-6	-4	-5	-22
C/C(C=O)=C/c1ccccc1	0.8	3	-6	4	67	-16	104	7	·	-9	16
COC(=O)c1ccc(C)c(NC(=O)c2c(-c3ccccc3)noc2C)c1	-0.2	2	-14	-3	-9	-7	104	-16	-2	3	7
c1coc(CNc2nc3sc4c(c3c3ncnn23)CCCC4)c1	0.9	8	-3	14	13	-27	118	-10	0	-1	27
COc1ccc(NC(=O)c2cc(C3CC3)on2)c(OC)c1	-3.8	1	0	·	8	9	109	-4	·	-6	-9
CCN(CC(=O)NCc1cccs1)C(=O)c1cccc(S(=O)(=O)Nc2ccccc2Cl)c1	1.1	3	-3	-4	-2	-5	109	-8	-1	-4	5
COc1cc2c(cc1NC(=O)COc1ccc3ccccc3c1)oc1ccccc12	-4.9	-2	-10	6	161	66	98	10	-3	-8	-66
O=C(/C=C/c1ccc(F)cc1)NCCC1=CCCCC1	-1.1	-3	-10	·	5	-5	98	-7	0	-14	5
CSCCC(NC(=O)c1ccc(Cl)cc1)C(=O)OCC(=O)NCc1ccco1 (configuration not stated)	-0.9	5	12	-7	0	3	104	-5	0	4	-3
C=CCn1c(SCC(=O)N(C)CC(=O)Nc2ccc(C)cc2)nnc1-c1ccncc1	0.3	-15	-11	-4	0	5	121	-2	-1	2	-5
COc1ccc(N2CC(C(=O)Nc3cccnc3)CC2=O)cc1 (configuration not stated)	0.7	20	-3	-14	30	·	·	-4	35	3	·
CN(CCO)S(=O)(=O)c1ccc2c(c1)C(=NNC(N)=O)c1cc(S(=O)(=O)N(C)CCO)ccc1-2	-8.6	-18	-14	0	-25	-31	-5.9*	-10	1	-8	31
S=C(Nc1ccccc1)N1CCCCCC1	-0.9	1	-2	·	15	-12	98	5	0	-11	12
O=C(Nc1ccccc1)C1CCCN(C(=O)c2ccc(Cl)cc2)C1 (configuration not stated)	0.1	18	-1	0	42	-15	101	-2	-3	-7	15
Cc1c(C(=O)Nc2cccc([N+](=O)[O-])c2)cnn1-c1ccccc1	-0.5	17	-6	·	6	42	115	8	0	0	-42
CC1CCN(C(=O)Cn2c(=O)n(-c3ccc(F)cc3)c(=O)c3sccc32)CC1	-1.4	-3	2	7	-3	·	97	-2	-1	-1	·
Cc1cc(C)n(CC(=O)N/N=C/c2cc(Br)cc([N+](=O)[O-])c2O)n1	0.0	2	-4	8	-2	-16	95	6	0	-9	16
O=C(CCSc1ccccc1)Nc1ccc(OCc2ccccc2)cc1	-0.6	-42	-7	18	2	13	106	3	-1	-4	-13
O=c1cc(CSc2nc(NCc3ccccc3)c3ccccc3n2)nc2ccc(Cl)cn12	1.9	6	7	7	2	6	109	-11	-2	-9	-6
CCN(CC(=O)NCc1ccc(F)cc1)CC(=O)Nc1ccc(S(=O)(=O)N2CCCC2)cc1	1.0	26	-6	20	366	0	102	1	1	-7	0
O=c1c(Cc2ccc(Cl)cc2Cl)c(O)ccn1Cc1ccncc1	-2.3	-1	-17	2	6	8	102	-4	-6	-15	-8
CC1(C(=O)Nc2cccc(S(=O)(=O)N3CCOCC3)c2)Cc2ccccc2C(=O)O1 (configuration not stated)	1.3	3	-8	8	1	17	102	-6	-1	-2	-17
CC(=O)N1CSCC1C(=O)O (configuration not stated)	1.4	31	5	2	-9	5	107	0	-1	-1	-5
COc1ccc(CCNC(=O)c2cc([N+](=O)[O-])cc([N+](=O)[O-])c2)cc1OC	1.1	8	-8	-2	10	73*	114	-6	0	4	-73
O=C(CNS(=O)(=O)c1ccc(F)c(Cl)c1)NCCc1ccccc1	1.0	-1	7	-6	4	8	101	0	0	16	-8
Cc1ccc2c(c1)NCC(C(=O)NC1CCCCC1)O2 (configuration not stated)	1.4	4	-22	9	-1	12	99	5	-6	-13	-12
CCCCCCCN=CC1=C(O)CC(c2ccccc2)CC1=O (configuration not stated)	0.3	-6	3	-11	9	-9	119	-9	-1	6	9
CC(C)CC(=O)Nc1nnc(S(=O)(=O)N(C)Cc2ccco2)s1	·	-8	-1	7	-15	-14	98	-8	3	-9	14
CC(=O)c1c(Nc2ccccc2)sc(C(=O)c2ccccc2)c1C	1.5	5	-14	6	-24	48	98	-3	2	-4	-48
O=C(Cc1cccs1)N1CCN(C(=O)C2CCCO2)CC1 (configuration not stated)	0.6	6	-6	-10	2	-2	104	-3	1	-16	2
S=c1[nH]nc(CCc2ccccc2)n1-c1ccc(Cl)cc1	-5.2	10	-2	3	9	7	98	-9	-2	-2	-7
CCN(CC)S(=O)(=O)c1cccc(C(=O)N/N=C/c2ccccc2OCC(=O)O)c1	-0.4	-5	-15	4	-2	-1	107	-8	2	-7	1
Cc1onc(-c2ccccc2)c1C(=O)Nc1nnc(C(C)C)s1	-0.3	12	-8	-14	-4	-10	100	-12	2	-6	10
CCn1cc(C(=O)N2CCCC2)c(=O)c2cc(S(=O)(=O)N3CC(C)CC(C)C3)ccc21 (configuration not stated)	-0.6	23	5	5	303*	-5	107	2	-1	-10	5
C=CCN1C(=O)C(=O)N(Cc2nc3ccccc3s2)C1=O	0.0	3	-1	35	-23	-11	115	-3	-4	-9	11
CC1CN(C/C(=N\O)C23CC4CC(CC(C4)C2)C3)CC(C)O1 (configuration not stated)	0.2	25	5	·	-11	6	99	-2	-2	-1	-6
CC#CCN1c2ccccc2[C@]23C[C@@H](C(=O)OC)N(C(=O)OCC)C2=NC(C(=O)OC)=C(C(=O)OC)[C@H]13	-0.2	18	0	-1	241	-31	111	-1	·	-1	31
O=C(CSc1ncccn1)Nc1ccccc1	-1.8	0	-9	4	-5	-18	98	-2	0	-3	18
CC(C)(C)Nc1nc2ccc([N+](=O)[O-])cc2o1	2.2	44	9	40	-13	-23	108	1	1	1	23
CCS(=O)(=O)NCc1csc(-c2ccccc2)n1	-1.1	-2	3	·	-3	-19	79	-3	·	7	19
OC(COc1ccccc1)CN1CCN(c2ccccc2)CC1 (configuration not stated)	-5.1	2	-3	-16	·	3	118	1	3	2	-3
COc1cccc(Cn2nnc(C(=O)NCc3ccccc3Cl)c2N)c1	-1.8	20	6	·	127	-21	102	-12	·	-2	21
OC(COCC1CC=CCC1)Cn1cnc2ccccc21 (configuration not stated)	-0.3	6	-4	8	79	-16	104	-9	-1	-18	16
COc1cc(OCc2ccc(C)cc2)ccc1CNC[C@H]1O[C@@H](n2cnc(C(N)=O)n2)[C@H](O)[C@@H]1O	0.2	44	-3	22	·	-20	99	1	·	-2	20
Cc1ccc(-n2nc3c(Cl)nnc(C)c3c2C)cc1	1.4	4	1	2	-2	-8	80	1	-3	-4	8
CC(=O)c1cccc(NC(=S)NCc2ccccc2)c1	-0.6	-16	-4	·	1	4	121	-3	-1	8	-4
Cc1c(NC(=O)c2cnn3c2NC(c2ccco2)CC3C(F)(F)F)c(=O)n(-c2ccccc2)n1C (configuration not stated)	-1.0	31	-6	-7	-5	-38	101	5	0	-6	38
COc1ccc(C(CNC(=O)c2cc(SC)ccc2Cl)N(C)C)cc1 (configuration not stated)	-2.0	4	5	-6	0	-16	105	0	·	-2	16
O=C(CCNS(=O)(=O)c1ccc(Cl)cc1)N1CCN(c2ccccn2)CC1	-2.4	22	-4	-3	269*	-12	112	-8	-3	-4	12
Cc1ccc(S(=O)(=O)N2CCN(C(C)C)CC2)cc1	-0.1	37	·	-4	8	-19	102	-3	-3	·	19
O=c1nc2ccc(Cl)cn2c2ccc(S(=O)(=O)N3CCCCC3)cc12	-1.1	-13	-3	7	-22	31	97	-9	-1	2	-31
CCCn1c(NCc2cccc(OC)c2O)nc2ccccc21	0.6	24	-1	·	-2	16	·	-5	2	-2	-16
O=C(CSc1nnc(COc2ccc(Cl)cc2)o1)N1CCCCC1	-3.5	23	2	·	-16	·	113	-3	-7	2	·
CCCc1ccc(NC(=O)C2CCCN(c3cnccn3)C2)cc1 (configuration not stated)	·	19	3	12	·	15	·	0	-4	1	-15
COc1cccc(N(CC(=O)NCCSCc2ccc(C)cc2)S(C)(=O)=O)c1	1.1	7	-13	·	20	-17	114	-4	1	-1	17
CC(CC(=O)Nc1ccc2c(c1)OCO2)c1ccccc1 (configuration not stated)	-5.4	4	0	41	-17	-8	107	2	-1	-5	8
Fc1ccc(NC2=NCCCCC2)cc1	-0.3	33	1	0	·	-17	99	6	-1	-2	17
COc1ccc(CCN=C(N)NS(=O)(=O)c2ccc(F)cc2)cc1OC	0.0	2	3	7	3	-8	104	-7	-2	0	8
COc1ccc(-n2ncc3c2CC(C)(C)CC3NC(=O)c2cn[nH]c2)cc1 (configuration not stated)	-0.7	21	11	-7	14	-1	105	-17	3	-5	1

Some entries already given with just Arr AP2 block, SR-BI DiI inh and SUMO Mot1 rescue:
SMILES	Arr AP2 block	SR-BI DiI inh	SUMO Mot1 rescue
COc1cc(OCc2ccc(C)cc2)ccc1CNC[C@H]1O[C@@H](n2cnc(C(N)=O)n2)[C@H](O)[C@@H]1O	44	-20	·
CCCn1c(NCc2cccc(OC)c2O)nc2ccccc21	24	16	-2

Bioassay records from PubChem.
